Growth percent in the NCI-60 one-dose screen (48 h, 10 µM unless noted): 100 = growth as untreated, 0 = no growth, -100 = all killed.
SW-620 – SW-620 colon cancer | 5.2% of 82,000 active | AID 1794795
786-0 – 786-0 renal cancer cells. 5.1% of 81,000 active
HCT-15 – HCT-15 colon cancer | 5.2% of 82,000 active | AID 1794746
TK-10 – TK-10 renal cancer cells; 3.9% of 81,000 active; AID 1794769
HT29 – HT29 colon cancer | 7.4% of 81,000 active
HCT-116 – HCT-116 colon cancer. 7.3% of 82,000 active. AID 1794798
SN12C – SN12C renal cancer cells; AID 1794767; 3.8% of 81,000 active
UO-31 – UO-31 renal cancer | 5.2% of 81,000 active
HCC-2998 – HCC-2998 colon cancer | 4.7% of 79,000 active
Active calls of the source: *; x = no result given; & = joins results of further samples; ! = not active in a repeat. The calls were made as follows: active = growth percent below 10; inactive = the rest.

SMILES	SW-620	786-0	HCT-15	TK-10	HT29	HCT-116	SN12C	UO-31	HCC-2998
Cc1ccc(C(=Nc2ccccc2)N=P(c2ccccc2)(c2ccccc2)c2ccccc2)cc1	-41*	-55*	2.8*	-23*	2.7*	-38*	-10*	-80*	-72*
CC(C)(C)C(OCc1cn([C@H]2C[C@@H](O)[C@@H](CO)O2)c(=O)[nH]c1=O)c1ccc(C#Cc2ccccc2)cc1[N+](=O)[O-] (stereo not given in full)	102	79	88	97	82	88	94	70	118
NC(=O)Nc1ccc2ncnc(Nc3cccc(O)c3)c2c1	99	93	108	103	106	109	95	80	102
c1cc(OCC2CO2)cc(OCC2CO2)c1 (stereo not given)	72	100	99	108	82	94	89	87	105
COc1c(O[C@@H]2OC[C@@H](O)[C@H](O)C2O)cc2oc3cc(O)c(CC=C(C)C)c(O)c3c(=O)c2c1CC=C(C)C (stereo not given in full)	100	94	76	105	13	79	78	74	99
CNCc1cccc2c1OCCOCCOCCC(C)S(=O)(=O)c1ccc(cc1)-c1cnc(N)c(n1)C(=O)N2 (stereo not given)	28	11	18	67	15	-2.2*	46	44	79
CN(Cc1ccccc1)Cc1ccc([N+](=O)[O-])cc1I	89	98	92	106	94	84	100	88	106
Brc1ccc2[nH]c3ccc(Br)cc3c2c1	103	94	74	98	64	111	98	80	111
CNCc1ccc(CNC)[nH]1	99	98	99	104	114	99	106	99	119
O=C(c1ccc(Cl)cc1)C(Br)C(C[N+](=O)[O-])c1ccccc1 (stereo not given)	112	102	100	111	130	97	104	91	104
O=C(NCc1ccccc1)c1cccnc1	90	101	101	125	101	93	98	106	98
COc1ccc2[nH]cc(CCNC(=O)CN3C(=O)/C(=C/c4cccs4)SC3=S)c2c1	109	97	100	98	112	106	99	70	118
COc1cc2cc(NC(=O)c3ccc(NCc4cnn(C)c4C)cc3)nc(C)c2cc1OC	100	78	58	67	69	69	89	47	87
COc1ccc(CSc2nnc(-c3cccs3)n2-c2ccccc2)cc1	98	97	97	122	104	77	104	77	118
CC(=O)N1N=C(c2cccc(Nc3ccncc3)c2)CC1c1ccc(Cl)cc1 (stereo not given)	79	41	72	95	42	29	82	69	101
O=c1[nH]c(=O)c2c([nH]1)sc1cc(O)ccc12	103	95	103	101	94	102	86	85	113
CC/C(=N\NS(=O)(=O)c1ccc(C)cc1)c1ccccc1	129	93	98	114	98	97	94	88	105
COc1ccc2nc(N3CN(c4cc(OC)c(OC)c(OC)c4)c4ncccc4C3=O)sc2c1	85	70	105	21	67	47	90	116	87
Nc1ncnc2c1C(c1ccc(O)cc1)c1sc3c(F)cccc3c1O2 (stereo not given)	101	111	101	141	117	97	99	72	107
CC(=O)Oc1ccc2cc(-c3cccnc3)c(=O)oc2c1	108&102	104&103	97&88	112&119	92&109	90&103	97&97	82&87	98&103

Filtered by structure: the entries above containing bromine
SMILES	SW-620	786-0	HCT-15	TK-10	HT29	HCT-116	SN12C	UO-31	HCC-2998
Brc1ccc2[nH]c3ccc(Br)cc3c2c1	103	94	74	98	64	111	98	80	111
O=C(c1ccc(Cl)cc1)C(Br)C(C[N+](=O)[O-])c1ccccc1 (stereo not given)	112	102	100	111	130	97	104	91	104

The listing picks up; the 4 compounds before the break are reprinted first.
SMILES	SW-620	786-0	HCT-15	TK-10	HT29	HCT-116	SN12C	UO-31	HCC-2998
CC/C(=N\NS(=O)(=O)c1ccc(C)cc1)c1ccccc1	129	93	98	114	98	97	94	88	105
COc1ccc2nc(N3CN(c4cc(OC)c(OC)c(OC)c4)c4ncccc4C3=O)sc2c1	85	70	105	21	67	47	90	116	87
Nc1ncnc2c1C(c1ccc(O)cc1)c1sc3c(F)cccc3c1O2 (stereo not given)	101	111	101	141	117	97	99	72	107
CC(=O)Oc1ccc2cc(-c3cccnc3)c(=O)oc2c1	108&102	104&103	97&88	112&119	92&109	90&103	97&97	82&87	98&103
COc1cccc(-c2nc3sccn3c2-c2ccnc(NCCNS(=O)(=O)c3cccc(Cl)c3)c2)c1	66	64	38	60	46	40	36	13	64
CCCCCn1cnc2c(=S)nc[nH]c21	98	106	107	116	114	106	117	99	122
O=C(CCc1c[nH]c2ccccc12)NNC(=O)Cn1nnc(-c2ccccc2)n1	100	103	104	113	114	93	111	73	88
COc1ccccc1NC(=S)/N=C/c1c(O)[nH]c(=O)[nH]c1=O	107	103	104	105	90	108	111	95	110
CC(=O)c1ccc(-n2ccc(C(F)(F)F)n2)c(F)c1	102	92	96	90	102	97	102	95	107
Fc1ccc(N2N=NC3CCc4ccccc4C32)cc1 (stereo not given)	84	97	77	116	90	79	89	50	93
Oc1ccc(C2CCCCC2)c(O)c1	105	105	111	113	99	109	101	94	102
CC(C)NC(=O)c1cc(-c2ccc(NC(=O)Nc3ccc(F)cc3)cc2)nc2cccnc12	108	97	100	110	104	96	103	93	108
C/C(=C\c1cc(Cl)ccc1OCC(=O)O)[N+](=O)[O-]	114	117	101	116	x	109	122	91	111
CCOC(COC(=O)c1ccccc1C(=O)O)c1ccccc1 (stereo not given)	91	101	108	107	100	91	103	106	x
O=C(O)CCC(=O)c1ccc(Cl)c(Cl)c1	100	102	102	104	98	96	101	77	107
COC(=O)[C@H](NC(=O)C1(C)CCC[C@]2(C)[C@H]3C[C@H]4C(C(C)C)=C[C@]3(CC[C@@H]12)[C@@H]1C(=O)OC(=O)[C@@H]14)C(C)C (stereo not given in full)	102	98	88	98	99	93	99	92	107
CC(C)c1ccc(OC(=O)Nc2c(Cl)cccc2Cl)cc1	105	91	103	107	97	90	93	81	120
CC1(C)C2CCC1(C)C(S)C2 (stereo not given)	106	95	111	104	105	105	104	95	95
CN(C)c1nc(N(C)C)c2cnn(C)c2n1	111	103	112	106	101	100	102	69	105
O=C(COc1ccc(/C=C2/C(=O)Nc3ccc(Cl)cc32)cc1)Nc1ccc(Br)cc1	2.6*	-79*	-23*	-65*	-51*	-64*	-81*	-74*	42
Cn1cnccc1=O	107	105	103	103	119	102	97	88	107
c1ccc(C2=NCCCO2)cc1	121	119	100	106	99	113	102	92	113
CC(=O)Nc1nc(O)c(C=N)s1	98	101	105	100	86	94	103	98	102
O=C(N/N=C/c1ccc(O)cc1)c1cnc2nc[nH]n2c1=O	105	101	108	97	91	103	98	89	99
CC1=CCC(OC(=O)C(C)(C)CCC(O)(C(=O)OC2(C(C)C)CCC3(C)OC3C2)C(C)C)(C(C)C)CC1 (stereo not given)	-62*	-90*	-60*	-99*	-70*	-41*	-44*	-99*	-73*
O=[N+]([O-])c1ccc(-c2cc3c(Nc4ccc(Cl)c(C(F)(F)F)c4)ncnc3s2)cc1	17	19	10	9.4*	3.9*	6.3*	2.4*	-3.6*	19
CSc1nc2ccc(C)cc2cc1/C=N/O	86	90	87	101	93	81	92	66	97
FC(F)(F)c1ccc(Nc2nnnc3ccccc23)cc1	84	81	77	94	58	60	61	66	87
CCOC(=O)/C(C#N)=N\Nc1c(C(=O)O)ccc2c1C(=O)c1ccccc1C2=O	98	105	106	115	114	103	103	82	103
Cc1cc(Cl)cc(Cc2cc(Cl)cc(C)c2O)c1O	14	15	12	35	98	8.5*	2.6*	7.8*	13
O=S(=O)(NCCNc1nccc(-n2cnc3ccccc32)n1)c1ccc(C(F)(F)F)cc1	83	70	61	63	68	40	73	40	80
Cc1nn(-c2ccccc2)c2nc(N3CCN(C)CC3)c(C#N)cc12	84	87	85	84	77	68	80	42	88
Cc1cccc(C)c1C(=O)c1ccccc1Cc1ccc2ccccc2c1	93	98	91	135	82	83	96	86	89
Cc1nc2sc(C(=O)Nc3ccc4c(c3)OCCO4)c(N)c2cc1C(C)O (stereo not given)	97	98	110	91	85	104	94	99	85
COc1ccc(OC)c(Cn2cc3c(c2)-c2oncc2CC3)c1	22	46	31	69	22	17	46	42	67
Cc1cc(Nc2ccc(C)c(Cl)c2)n2nc(C(F)(F)F)nc2n1	41	-46*	67	-32*	26	18	22	-43*	74
N#C/C(=C\c1ccccn1)c1nc(-c2ccc(Cl)cc2)cs1	69	93	53	90	86	64	71	48	108
O=C1Nc2ccccc2C1=O	100	102	109	x	103	97	99	77	107
Brc1ccccc1/C=N/Nc1nc(N/N=C/c2ccccc2Br)nc(N2CCCCC2)n1	100	99	99	117	102	102	94	93	107
O=C(Nc1ccc(OCc2nc3ccccc3[nH]2)cc1)Nc1ccc(Cl)c(Cl)c1	87	82	58	116	82	61	64	35	80
O=S(=O)(Oc1ccc(-c2cn3ccoc3n2)cc1)c1ccc(Cl)c(C(F)(F)F)c1	106	102	102	101	101	105	103	95	110
O=C(O)COc1cccc(C(=O)/C=C/c2ccc(F)cc2)c1	99	103	104	115	121	98	103	93	116
CCN(CC)c1ccc2c(-c3ccccc3C(=O)O)c3ccc(=[N+](CC)CC)cc-3oc2c1	93	104	93	94	94	79	93	76	112
COc1ccc(C(=S)N2CCN(c3cccc(Cl)c3)CC2)cc1OC	55	111	59	95	69	75	97	91	79
CC#CC(=O)O	102	110	117	102	115	106	93	86	98
CN(C)c1ccc(C(Cc2ccc3ccccc3n2)Cc2ccc3ccccc3n2)cc1	79&48	91&31	79&51	121&74	0.7*!	52&15	82&49	2.9*!	91&35
COc1ccc(OC)c(-c2nc3sccn3c2/C=C/C(=O)c2nccs2)c1	83	97	94	108	100	88	96	83	105
c1ccc2[nH]c(-c3nonc3-n3cccc3)nc2c1	117	95	102	115	106	96	117	91	105
CC(=O)OCCCC1CO1 (stereo not given)	104	100	99	100	99	99	104	95	113
CN1C(=O)C2(Nc3ccccc3-c3ccnn32)c2cc(Cl)ccc21 (stereo not given)	105	94	102	104	100	88	103	67	115
CC(=O)c1cc(-c2ccc3ncnc(N4CCc5cc(F)c(Cl)cc54)c3c2)cnc1N	99	89	102	101	97	92	86	55	104
Cc1nc(C#N)c(N2CCC(c3nc(-c4ccccc4)no3)CC2)o1	98	99	99	98	102	97	96	88	109
COc1ccc(C2C(C#N)=C(NC(C)=O)Oc3c2ccc2ccccc32)cc1 (stereo not given)	89	98	97	119	101	92	95	59	103
N#Cc1ccc(Cl)cc1[N+](=O)[O-]	116	x	98	134	100	92	98	85	110
CCCCCCCCCCCCCCCC[N+](C)(C)CCN(Cc1ccc(OC)cc1)c1ncccn1	-86*!	-34*!	94&74	-90*!	-100*!	-62*	-58*!	9.6*!	-76*!
COc1cc(-c2nc(NC(C)=O)sc2-c2ccnc(NCCN3CCN(C)S3(=O)=O)n2)ccc1Cl	119	97	97	85	50	96	90	90	114
COc1ccc(NC(=O)C(/C=N\C(=S)NNC(C)=O)=C(\C)O)cc1	99	101	106	101	106	101	107	98	105
CCOc1cc2c(c(OCC)c1OCC)C(=O)N[C@@H]1[C@@H](O)[C@@H](O)[C@H](O)C[C@@H]21	107	98	104	98	104	101	108	88	107
COc1ccc(CNC2CCCCC2)cc1	116	104	108	99	102	102	99	85	122
Cc1ccc(C(Cc2ccccc2)NC(C)CO)cc1 (stereo not given)	100	90	97	91	81	83	98	83	94
NS(=O)(=O)c1cccc([N+](=O)[O-])c1	113	111	113	108	x	112	108	105	109
Cc1c(C(=O)NNC(=O)c2ccc(Cl)cc2)nnn1-c1ccc(Cl)cc1	x	94	93	96	92	85	95	74	109
COc1cccc(Cn2cc3c(c2)-c2onc(CO)c2CC3)c1	93	98	96	95	92	95	101	84	96
CC(C)(C)c1ccc(NCc2cn(-c3ccc(C(F)(F)F)cc3)nc2-c2ccc(C(=O)O)cc2)cc1	92	94	57	74	65	66	80	64	98

Continuation.
SMILES	SW-620	786-0	HCT-15	TK-10	HT29	HCT-116	SN12C	UO-31	HCC-2998
COc1ccc(OCC(=O)Nc2ccc(-c3nc4ccccc4s3)cc2)cc1	107	83	98	121	108	95	x	61	100
COc1cc(/C=C/C(=O)c2cc(-c3ccc(O)cc3)ccc2O)cc(OC)c1OC	84	98	79	113	93	61	80	50	101
O=C1Nc2ccccc2/C1=C/c1ccc(COCC2CO2)n1-c1ccc(Cl)cc1 (stereo not given)	66	105	96	112	110	91	100	89	106
CCNC(=S)NN	83	99	86	130	56	10	82	68	95
c1ccc2c(c1)CN1CCCC3=C(c4cncnc4)c4ccccc4C321 (stereo not given)	103	99	107	80	101	104	98	93	99
CCC(CC)C(=O)O.[Ag]	90	105	95	111	106	92	100	93	107
N#CCc1ccc([N+](=O)[O-])cc1	95	106	105	107	104	109	101	72	101
CSc1ncc(C)c(=O)[nH]1	101	99	101	103	98	100	103	91	113
Cc1cc2nnn3c(=O)cc(C)n3c2cc1C	94	110	102	101	104	109	112	84	111
CSc1ccc(-c2csc(-c3cc(Cl)cc(Cl)c3Cl)n2)cc1	98	100	108	117	104	92	93	x	x
O=C(O)C1CCCCC1	111	98	98	98	101	99	101	90	111

Looked up above:
Entry for CCC(CC)C(=O)O.[Ag] under HCT-15: 95
Entry for CSc1ccc(-c2csc(-c3cc(Cl)cc(Cl)c3Cl)n2)cc1 under HCT-15: 108
Entry for COc1cc(/C=C/C(=O)c2cc(-c3ccc(O)cc3)ccc2O)cc(OC)c1OC under UO-31: 50
Entry for COc1ccc(OCC(=O)Nc2ccc(-c3nc4ccccc4s3)cc2)cc1 under HCT-116: 95
Entry for c1ccc2c(c1)CN1CCCC3=C(c4cncnc4)c4ccccc4C321 (stereo not given) under HCC-2998: 99
Entry for O=C(O)C1CCCCC1 under UO-31: 90
Entry for Cc1cc2nnn3c(=O)cc(C)n3c2cc1C under SN12C: 112
